Assay outcomes (PubChem)
esBAF inh: blocks esBAF chromatin remodeling in mouse ES cells. AID 602393. 350,000 compounds, 2% hits. reporter increase, % at 12.5 µM. Bmi1-luciferase knock-in reporter, 24 h; 100% = twice the neutral-well signal; in the data active means activation above about 40%;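 further: 0% = median of the plate's neutral control wells and 100% = double that signal; a rise in the Bmi1 reporter signal indicates esBAF inhibition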
PglD inh: PglD (C. jejuni) enzyme inhibition; purified PglD enzyme, DTNB colorimetric CoA detection; 360,000 compounds, 0.098% hits; AID 602405; inhibition, % at 12.5 µM; in the data active means inhibition above about 16%, passing the limit was not always enough; further: strong numbers were not always called active
ARNT TACC3 PPI: disruptors of human ARNT/TACC3 interaction; 390,000 compounds, 0.66% hits; AlphaScreen His-ARNT PAS-B/GST-TACC3 binding, luminescence; TACC3 fragment carries E629A point mutation; inhibition, % at 9.99 µM; Q9Y6A5;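 active means mean inhibition of replicates at least 50% and at least half of replicates each reaching 50%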;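 further: 0% = complete ARNT plus TACC3 wells and 100% = ARNT alone without TACC3; many hits fall short of the cut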
Casp6 inh: inhibitors of human caspase-6 | P55212 | purified caspase-6, Z-VEID-R110 cleavage fluorescence | AID 686996 | 350,000 compounds, 0.53% hits | inhibition, % at 12.5 µM;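 active means mean inhibition across replicates at least about 35%, with every replicate also reaching that limit, limit read from the data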;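 further: 0% = median of neutral control wells and 100% = no fluorescence left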
Target sequence (P55212 24-179 limits assumed): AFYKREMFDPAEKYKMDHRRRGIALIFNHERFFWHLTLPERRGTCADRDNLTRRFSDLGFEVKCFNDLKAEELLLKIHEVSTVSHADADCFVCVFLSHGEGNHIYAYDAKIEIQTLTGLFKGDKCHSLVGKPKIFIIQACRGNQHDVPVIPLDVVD
Target sequence (P55212 194-293 limits assumed): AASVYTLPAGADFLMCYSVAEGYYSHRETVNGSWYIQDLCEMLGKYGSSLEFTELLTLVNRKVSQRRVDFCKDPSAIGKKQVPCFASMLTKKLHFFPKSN
RAD52 inh: RAD52 (human) annealing inhibition | P43351 | recombinant RAD52 DNA annealing, FRET fluorescence | inhibition, % at 18.7 µM | 360,000 compounds, 0.46% hits;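 active means every replicate showing at least 50% inhibition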
RAD54 branch: RAD54 (human) branch migration inhibition; Q92698; inhibition, % at 10.4 µM; RAD54 Holliday junction branch migration, FAM/BHQ fluorescence; 360,000 compounds, 0.14% hits; AID 602329;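 active means mean normalized replicate activity at least 40 and at least half of replicates scoring 40 or more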;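 further: 0% = median of neutral control wells and 100% = median of positive control wells; inhibitors cause a drop in the FAM fluorescence signal; in these data hits start at about 50%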
ERp5 inh: ERp5 (human) disulfide isomerase inhibition; Q15084; ERp5 insulin aggregation, absorbance 650 nm, 90 min; inhibition, % at 9.99 µM; 350,000 compounds, 0.05% hits; AID 651711;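 active means mean replicate inhibition above about 25%, with every replicate also reaching it, limit read from the data, passing the limit was not always enough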
E-selectin induc: induces E-selectin expression in human endothelial cells; P16581; HUVEC E-selectin immunofluorescence imaging; normalized: neutral wells 0, TNF-alpha wells 100; activation, % at 7.58 µM; 260,000 compounds, 0.37% hits;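 active means mean E-selectin-positive cell signal at least 10% of the positive control, reached in at least 60% of replicates, without over 20% cell loss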;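 further: in these data hits start at about 27%; measured in HUVEC primary endothelial cells; signal is the percent of cells scored E-selectin positive by PE staining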
Target sequence (P16581 whole entry, looked up): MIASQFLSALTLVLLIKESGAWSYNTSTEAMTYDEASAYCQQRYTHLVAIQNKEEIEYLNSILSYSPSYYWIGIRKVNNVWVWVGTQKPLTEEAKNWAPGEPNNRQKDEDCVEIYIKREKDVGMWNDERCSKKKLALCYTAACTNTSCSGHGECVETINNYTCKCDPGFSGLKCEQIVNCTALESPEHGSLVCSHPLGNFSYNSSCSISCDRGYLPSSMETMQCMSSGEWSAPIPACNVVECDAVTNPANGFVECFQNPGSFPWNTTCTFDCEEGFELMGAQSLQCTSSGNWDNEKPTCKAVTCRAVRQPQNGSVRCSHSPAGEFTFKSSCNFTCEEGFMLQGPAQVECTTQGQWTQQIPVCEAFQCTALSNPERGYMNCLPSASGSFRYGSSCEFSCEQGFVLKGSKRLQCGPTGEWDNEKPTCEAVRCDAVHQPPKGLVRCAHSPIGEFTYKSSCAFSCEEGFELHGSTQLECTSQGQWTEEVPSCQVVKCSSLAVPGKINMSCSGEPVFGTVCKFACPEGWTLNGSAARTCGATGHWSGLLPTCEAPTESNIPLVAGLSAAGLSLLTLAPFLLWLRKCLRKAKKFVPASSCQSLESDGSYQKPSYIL
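Material: HUVEC primary endothelial cells; Amount: 3,000 cells per well; Dosing: single concentration; Medium: EGM-2 growth medium on 0.1% gelatin-coated wells; Read-out basis: percent E-selectin-positive cells; Signal: immunofluorescence imaging; Control set: TNF-alpha, DMSO.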
Starred values were filed as active, the others as inactive; nt = not tested or not shown; & = joins results of further samples. Rows were taken by chance, and some 3.2% of all compounds hit somewhere here.

SMILES | esBAF inh | PglD inh | ARNT TACC3 PPI | Casp6 inh | RAD52 inh | RAD54 branch | ERp5 inh | E-selectin induc
COc1ccc(N2CC(C(=O)OCC(=O)Nc3ccccc3C)CC2=O)cc1 (centres undefined) | -11.3 | 3.1 | -6.9 | -3.8 | -6.9 | 0.1 | -1.2 | nt
C[C@H](CO)N1C[C@H](C)[C@@H](CN(C)C(=O)NC2CCCCC2)Oc2c(NC(=O)Nc3ccccc3)cccc2C1=O | 0.7&0.0 | 0.9&1.2 | -24.1&0.6 | 0.8&5.3 | 14.2&2.3 | -4.5&-16.5 | -2.9&-7.1 | 0.2&0.1
Fc1ccc(Cn2nnnc2CN2CCc3ccccc3C2)cc1 | -2.2 | -3.0 | 5.4 | nt | nt | 0.8 | nt | nt
COc1cc(/C=C2\SC(=S)N(Nc3ccccc3)C2=O)cc(OC)c1OC | 3.7 | -8.7 | 15.0 | nt | nt | 1.4 | nt | nt
O=C(OCCSCCOC(=O)C1CC=CCC1)C1CC=CCC1 (centres undefined) | 4.4 | -0.1 | -24.0 | 0.2 | -57.3 | -0.8 | 8.4 | -0.2
CCCCCCSc1nsc(NC(=O)CCC)n1 | nt | nt | -1.3 | 0.3 | 1.7 | nt | 6.6 | 0.1
CCC(Sc1ncnc2c1nnn2-c1ccc(F)cc1)C(=O)OC (centres undefined) | 9.9 | 1.2 | 0.5 | nt | nt | -1.0 | nt | nt
CC1CCc2c(sc(NC(=O)c3ccccc3C(=O)O)c2C#N)C1 (centres undefined) | nt | nt | -6.3 | -0.8 | -4.3 | nt | 1.0 | nt
CCC(CC)c1nnc(NC(=O)CS(=O)(=O)Cc2ccccc2)s1 | -2.0 | 4.8 | 11.1 | nt | nt | -7.9 | nt | nt
CC(C)CC(NC(N)=O)C(=O)NCc1ccc(Cl)cc1 (centres undefined) | -4.3 | -7.3 | -10.8 | nt | -6.2 | 8.4 | 1.2 | -1.0

5 records drawn at random from those above, as already listed:
SMILES | esBAF inh | PglD inh | ARNT TACC3 PPI | Casp6 inh | RAD52 inh | RAD54 branch | ERp5 inh | E-selectin induc
Fc1ccc(Cn2nnnc2CN2CCc3ccccc3C2)cc1 | -2.2 | -3.0 | 5.4 | nt | nt | 0.8 | nt | nt
COc1ccc(N2CC(C(=O)OCC(=O)Nc3ccccc3C)CC2=O)cc1 (centres undefined) | -11.3 | 3.1 | -6.9 | -3.8 | -6.9 | 0.1 | -1.2 | nt
CCC(CC)c1nnc(NC(=O)CS(=O)(=O)Cc2ccccc2)s1 | -2.0 | 4.8 | 11.1 | nt | nt | -7.9 | nt | nt
CCCCCCSc1nsc(NC(=O)CCC)n1 | nt | nt | -1.3 | 0.3 | 1.7 | nt | 6.6 | 0.1
CC1CCc2c(sc(NC(=O)c3ccccc3C(=O)O)c2C#N)C1 (centres undefined) | nt | nt | -6.3 | -0.8 | -4.3 | nt | 1.0 | nt

New compounds follow.
SMILES | esBAF inh | PglD inh | ARNT TACC3 PPI | Casp6 inh | RAD52 inh | RAD54 branch | ERp5 inh | E-selectin induc
COCC(=O)Nc1ccc2c(c1)C(=O)N(C)C[C@H](OC)[C@H](C)CN(Cc1ccccc1)[C@H](C)CO2 | -0.9 | 2.5 | 9.4 | -7.2 | 4.0 | 1.9 | -8.7 | -0.1
COc1cccc(CN2CC(C(=O)N3CCN(c4ccc(Cl)cc4)CC3)CCC2=O)c1 (centres undefined) | 0.1 | -0.1 | -4.2 | -2.7 | -25.0 | 2.3 | 3.6 | -0.1
Cc1nc(Cc2nnc(SCC(=O)N(C)c3ccccc3)o2)cs1 | 1.7 | 3.7 | -4.5 | -97.1 | -5.6 | 5.0 | -4.7 | -0.3
COc1ccc(CCNC2=NCCS2)cc1OC | nt | nt | -2.5 | 4.5 | -15.3 | nt | 1.2 | nt
CC(C)[C@H](NC(=O)C1CCN(S(=O)(=O)c2ccccc2)CC1)C(=O)NCc1ccco1 | 3.5 | -2.9 | -3.7 | -1.4 | -7.6 | -4.6 | 3.6 | nt
O=C(Nc1ccccc1)N1CCNCC1 | -0.4 | -2.6 | -3.8 | -19.8 | -6.9 | 6.6 | -5.6 | 0.3
Cc1cc(NC(=O)c2cc(-c3ccc(O)cc3)on2)no1 | 24.7 | 2.4 | -8.7 | -3.4 | -10.0 | -2.0 | -4.5 | 0.9
O=C(C[C@H]1CC[C@@H]2[C@H](COC[C@H](O)CN2Cc2ccccc2F)O1)NC1CCC1 | 0.4 | -2.7 | 4.6 | -1.2 | -2.9 | 4.1 | -3.3 | 0.0
COc1ccc(/C=N/NC(=O)c2[nH]nc3c2CCc2ccccc2-3)cc1OC | nt | nt | -1.2 | 1.5 | 0.9 | nt | 3.9 | nt
Cc1cc(OC(C)C(=O)NCC2CCC(C(=O)O)CC2)c2c(C)cc(=O)oc2c1 (centres undefined) | -0.5 | -2.2 | -4.9 | -2.2 | -0.4 | 1.3 | 0.2 | nt
C[C@H]1CN([C@@H](C)CO)C(=O)c2cc(NC(=O)Nc3cccc4ccccc34)ccc2O[C@@H]1CN(C)S(=O)(=O)c1ccc(F)cc1 | -0.3 | 0.6 | -7.5 | 2.6 | -2.8 | 16.7 | 1.4 | 0.0
CCOc1ccc(NC(=O)CC2C(=O)N(c3ccc(OC)cc3)C(=S)N2Cc2ccccn2)cc1 (centres undefined) | 0.6 | 2.4 | 10.0 | 1.0 | -19.7 | 8.2 | 7.7 | 0.3
C/C(=N\NC(=O)c1cccc([N+](=O)[O-])c1)c1ccncc1 | nt | nt | -2.6 | 0.2 | -4.7 | nt | -6.8 | nt
CCN(CC(=O)Nc1c(F)cccc1F)C(=O)c1ccc2ncsc2c1 | -6.6 | nt | -4.7 | 0.6 | -7.3 | nt | 0.4 | -0.3
O=C(NC1CCCCC1)N[C@@H]1CC[C@@H](CCNS(=O)(=O)c2ccccc2)O[C@H]1CO | 1.5 | 4.4 | 1.3 | -0.2 | -9.7 | 1.6 | -1.1 | 1.6
C=CCNC(=O)CN(Cc1ccccc1)S(=O)(=O)c1ccc(C)cc1 | -6.6 | 0.6 | -5.0 | 0.4 | 2.1 | 2.6 | -1.5 | nt
Cc1cccc(-n2cnc(C(=O)N/N=C/c3ccccc3)c2)n1 | -27.3 | 2.0 | 0.3 | nt | nt | 13.1 | nt | nt
COc1ccc([N+](=O)[O-])cc1NC(=O)C(C)OC(=O)CSC(C)C(=O)Nc1cc(C)on1 (centres undefined) | -6.2 | 2.4 | -2.3 | 4.2 | -6.4 | -16.5 | 4.0 | -0.2
O=C1/C(=C\c2ccc([N+](=O)[O-])cc2)CS(=O)(=O)C/C1=C/c1ccc([N+](=O)[O-])cc1 | nt | nt | -10.4 | 1.9 | -8.0 | nt | -5.0 | -0.3
C[C@H](CO)N1C[C@H](C)[C@H](CN(C)S(=O)(=O)c2ccc(F)cc2)OCCCC[C@H](C)Oc2ccc(NS(=O)(=O)c3ccc(Cl)cc3)cc2C1=O | 8.6 | -0.1 | -5.0 | 0.5 | 23.3 | 0.5 | -0.2 | 0.1
OCc1cc(CO)c(O)c(CCc2ccccc2)n1 | -6.0 | 6.3 | -11.3 | nt | nt | 0.9 | nt | nt
c1ccc(-c2nnc(N3CCOCC3)nc2-c2ccccc2)cc1 | -1.3 | -2.4 | 13.0 | nt | nt | 6.7 | nt | nt
O=[N+]([O-])CC(c1ccccc1)P(=O)(c1ccccc1)c1ccccc1 (centres undefined) | -5.0 | -5.7 | -2.5 | -1.1 | -9.3 | 12.5 | 1.9 | 0.1
CCOc1cc(NC(=S)NCCCN2CCOCC2)c(OCC)cc1NC(=O)c1cccc(F)c1 | nt | nt | -10.1 | -1.3 | -13.7 | nt | -7.8 | 0.0
Cc1ccc(S(=O)(=O)N2CCOCC2)cc1C(=O)N(C)CCOc1ccc(Cl)cc1 | 3.6 | 9.1 | -5.7 | 3.5 | -9.7 | 1.5 | -1.6 | -0.2
CC(C)NC(=O)N(C)C[C@H]1Oc2c(NC(=O)C3CCOCC3)cccc2C(=O)N([C@H](C)CO)C[C@@H]1C | 3.7 | 1.4 | 0.6 | -3.1 | 6.2 | 2.9 | 0.7 | 0.2
CCOC(=O)c1cccc(NC(=O)CCn2nc(C)c(S(=O)(=O)N3CCCCC3)c2C)c1 | -4.5 | -2.8 | -21.1 | 0.6 | -13.3 | 5.0 | 2.9 | 4.6
O=C(c1cccc(S(=O)(=O)NCc2ccc3c(c2)OCO3)c1)N1CCCC1 | -1.6 | 1.5 | -4.6 | -2.3 | -5.2 | -6.7 | 1.8 | 0.3
CCCCn1c(=O)[nH]c2nc3cc(N)ccc3nc2c1=O | nt | -1.7 | 12.0 | -0.8 | -425.2 | -54.0 | 1.6 | nt
O=C(COC(=O)c1ccc(Cl)c([N+](=O)[O-])c1)NC1CCCC1 | -4.0 | -4.3 | -7.3 | -0.8 | -7.0 | 2.6 | -0.3 | -0.2
COCCn1c(C)cc(C(=O)COC(=O)CCN2C(=O)c3ccccc3C2=O)c1C | -8.6 | 1.0 | -3.1 | nt | nt | -1.4 | nt | nt
O=C1c2ccccc2C(Nc2cccc(C(F)(F)F)c2)N1Cc1ccco1 (centres undefined) | -46.1 | 1.4 | -1.2 | nt | nt | -2.2 | nt | nt
O=C(O)c1ccccc1Cc1ccc(F)c2ccccc12 | 4.5 | -3.4 | nt | 22.2 | -8.2 | -12.8 | 2.9 | 0.1
C[C@H]1CN([C@@H](C)CO)C(=O)c2cccc(NS(=O)(=O)c3cn(C)cn3)c2O[C@H]1CN(C)C(=O)Nc1ccc2c(c1)OCO2 | 5.0 | 0.1 | -6.4 | -0.8 | -13.3 | -3.0 | -2.6 | -9.5
Cc1ccc(CN2CC(C(=O)N3CCN(S(=O)(=O)c4cc(C)ccc4C)CC3)CC2=O)cc1 (centres undefined) | 9.4 | 3.6 | -3.7 | -127.1 | 1.7 | -6.1 | -0.9 | 3.1
CCN(CC)c1nc(C#N)nc(N(CC)CC)n1 | -3.8 | 4.8 | -0.8 | nt | nt | 0.9 | nt | nt
COc1ccc(CCNC(=O)C2c3ccccc3C(=O)N2CCC(C)C)cc1OC (centres undefined) | 2.4 | 3.5 | 9.5 | -1.3 | -2.5 | -0.2 | 0.4 | nt
COCCCN1C(=O)C(=O)/C(=C(/O)c2ccc(S(=O)(=O)N3CCOCC3)cc2)C1c1ccc(C)cc1 (centres undefined) | -6.4 | 2.7 | 1.8 | -1.8 | 0.1 | -19.7 | 0.4 | 1.6
O=C1CCCc2c1cc(C(=O)Nc1ccc(Cl)cn1)c(=O)n2-c1ccccc1 | 4.6 | -3.5 | -1.1 | nt | nt | 4.2 | nt | nt
Cc1ccc(S(=O)(=O)Nc2ccc3c(c2)C(=O)N([C@H](C)CO)C[C@H](C)[C@@H](CN(C)S(=O)(=O)c2ccc(Cl)cc2)OCCCC[C@@H](C)O3)cc1 | 1.5 | -1.4 | -2.0 | nt | nt | 9.2 | nt | -0.1
COc1ccc(CN2C[C@@H](C)[C@@H](OC)CN(C)C(=O)c3cc(NC(=O)c4nc5ccccc5s4)ccc3OC[C@H]2C)cc1 | -0.3 | 0.0 | 8.6 | -3.9 | 29.8 | 8.5 | -3.8 | -0.3
O=S(=O)(c1ccc(NC(=S)N/N=C/c2c3ccccc3cc3ccccc23)cc1)N1CCOCC1 | nt | nt | nt | 0.0 | -189.8 | nt | 3.6 | -0.3
CCCCn1nc2cc(C(=O)N(CC)c3ccc(OC)cc3)ccc2c1OCC | -0.5 | -1.8 | -7.3 | 10.7 | -4.9 | -6.8 | 10.4 | -0.1
O=C(CSc1ncccc1C(=O)O)Nc1ccc2c(c1)OCCO2 | -21.1 | 1.5 | 2.2 | -1.7 | -22.0 | -16.9 | 2.0 | nt
Cc1cc(OCC(=O)N2CCN(c3cccc(Cl)c3)CC2)c2c(C)c(C)c(=O)oc2c1 | 0.0 | 1.4 | -8.9 | 2.7 | -0.7 | -0.6 | 3.1 | nt
